# Compound activity as filed in PubChem.
# IL1B secr inh = blocks inflammasome-driven IL-1 beta release. AID 743279. 4.7% of 360,000 active. activity change, % at 57.5 µM. THP-1 LPS/ATP IL-1B secretion, AlphaLISA, 16 h; stronger effect = lower value; in the data active means activity change below about -50%; inconclusive means mostly about -30% to -49%; further: on the % scale 0 is the no-effect control and ±100 the full control effect
#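 THP-1 cells pretreated 1 hr with compounds (up to 57.5 uM final), then stimulated with LPS (250 ng/mL final) plus ATP (1.25 mM final); secreted IL-1B measured by AlphaLISA after 16 hr, decreased signal indicating inhibition.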
# KB-V1 MDR tox = KB-V1 MDR subline cytotoxicity. KB-V1 MDR cells viability, CellTiter-Glo, 72 h. Potency, µM (titrated, usually from 46.1 µM), for inactives: top-dose activity change, negative = cytotoxicity, actives largely listed as cytotoxic. 3.4% of 400,000 active. AID 1347076; further: potency means the concentration at half of the fitted maximal effect; on the % scale 0 is the no-effect control and ±100 the full control effect; nearly all actives have a fitted effect of over 60% in size
#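 In this primary screen, KB-V1 cells overexpressing P-gp are incubated with library compounds (lowest to highest concentration) for 72 h at 37 degrees C before a luminescent ATP viability read.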
# HT1080 IDH1KD tx = HT-1080 IDH1 knockdown cell toxicity (counter line) | Potency, µM (highest dose often 46.1 µM), without a hit: at the highest dose activity, negative = toxicity, actives largely listed as cytotoxic | 2% of 360,000 active | HT-1080 IDH1 knockdown viability, ATP luminescence, 48 h | AID 686971;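 further: potency means the concentration at half of the fitted maximal effect; 0% = DMSO wells and -100% = cell-free medium wells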
#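 IDH1KD HT-1080 cells, 750/well, RPMI + 5% FBS; compound pinned after 2 h settling; 48 h, 37 °C; CellTiter-Glo luminescence; % activity normalised to DMSO and no-cell wells; curves fitted, classed by r2 and efficacy.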
# GLP1R cytotox = cytotoxic in the GLP-1 receptor inverse agonist counter-screen; HEK293 cAMP-luciferase reporter cells, luminescence, 24 h; Potency, µM (doses to about 38.3 µM), for the others: at the top dose activity change, negative = inhibition, usual class: inhibitors; 0.13% of 410,000 active;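 further: loss of luciferase light is scored as toxicity; potency means the concentration at half of the fitted maximal effect; on the % scale 0 is the no-effect control and ±100 the full control effect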
#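 Cells in DMEM/10% Nu serum/1% pen-strep, 1536-well format. Pre-incubated 12 h, dosed with 23 nL compound, incubated a further 24 h. Luciferase detection, 12 min at room temp, luminescence.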
# DRD3 agonist = activates the human D3 dopamine receptor | P35462 | D3R DiscoveRx beta-arrestin cells, luminescence, 90 min | max activation, % | 0.58% of 410,000 active; in the data active means max activation above about 30%; further: 0% is about no effect; mostly tested at two doses, the higher about 12 µM
# Target sequence (P35462 whole entry, looked up): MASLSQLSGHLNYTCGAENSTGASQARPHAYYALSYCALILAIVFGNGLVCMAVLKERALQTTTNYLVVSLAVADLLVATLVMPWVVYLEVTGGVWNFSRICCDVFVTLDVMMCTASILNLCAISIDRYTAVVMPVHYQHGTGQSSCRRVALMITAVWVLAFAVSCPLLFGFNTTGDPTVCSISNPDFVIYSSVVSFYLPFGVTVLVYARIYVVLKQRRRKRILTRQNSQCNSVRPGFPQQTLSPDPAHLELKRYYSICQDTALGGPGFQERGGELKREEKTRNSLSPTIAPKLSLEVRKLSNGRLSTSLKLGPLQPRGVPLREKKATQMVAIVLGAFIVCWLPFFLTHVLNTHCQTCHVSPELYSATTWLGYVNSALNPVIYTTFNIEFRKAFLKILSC
#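 Cells at 1500/well, incubated overnight, then treated with pinned compounds (dopamine as control) for 90 min at 37 degrees C. DiscoveRx reagent added for 30 - 60 minutes at room temperature; luminescence read.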
# KB-3-1 cytotox = KB-3-1 parental cell cytotoxicity; KB-3-1 viability, CellTiter-Glo ATP luminescence, 72 h; Potency, µM (series often up to 46.1 µM), inactives show top-dose activity change, negative = cytotoxic, most hits filed as cytotoxic; 1.4% of 400,000 active; further: potency means the concentration at half of the fitted maximal effect; on the % scale 0 is the no-effect control and ±100 the full control effect; nearly all actives have a fitted effect of over 60% in size
#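 KB-3-1 cells, DMEM (no phenol red) + 10% FBS; compound by pin transfer, 72 h, 37 °C. Readout: CellTiter-Glo luminescence after 10 min. Data normalized, curve-fitted.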
# MCF10A rereplic = DNA re-replication induction in MCF 10a cells | MCF 10A DNA re-replication, Hoechst nuclear intensity, 48 h | Potency, µM (doses to about 46.1 µM), for inactives: at the highest dose activity, positive = re-replication, usual class: activators | 2.9% of 350,000 active; further: potency means the concentration at half of the fitted maximal effect; % of control where 0% means no effect; nearly all actives have a fitted effect of over 50% in size
# SW480 rerep = inducers of DNA re-replication in SW480 colon cancer cells | Potency, µM (series often up to 46.1 µM), without a hit: at the highest dose re-replication activation, usual class: activators | SW480 DNA re-replication, Hoechst DNA content imaging, 48 h | AID 624297 | 1.8% of 340,000 active; further: potency means the concentration at half of the fitted maximal effect; % of control where 0% means no effect; nearly all actives have a fitted effect of over 55% in size
#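 Cells (250 per well) received 23 nL compound or DMSO by pin tool and were kept 48 hr at 37 C, 5% CO2. Nuclei were then stained with Hoechst for 40 min and scanned for DNA content.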
# HT1080-NT tox = kills 2HG-producing HT-1080-NT fibrosarcoma cells | HT-1080-NT fibrosarcoma viability, CellTiter-Glo ATP luminescence, 48 h | Potency, µM (doses to about 46.1 µM), without a hit: at the highest dose activity, negative = less viability, actives largely listed as cytotoxic | 1.6% of 360,000 active;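 further: NT is the 2HG producing partner of a matched IDH1 knockdown line; potency means the concentration at half of the fitted maximal effect; 0% = DMSO-treated cells and -100% = media-only wells without cells; nearly all actives have a fitted effect of over 55% in size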
#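 HT-1080-NT fibrosarcoma cells (2HG-overproducing), 750 cells/well in RPMI with 5% FBS, dosed after 2 h and incubated 48 h at 37C. CellTiter-Glo luminescence normalized to DMSO and no-cell wells; concentration-response curves fitted and classed.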
# The depositor's hits bear a star; i = inactive; ? = inconclusive; . = no result given; [ ] = remark or other dose. Unless noted, the call rests on the fitted dose curve; in most records, active means well fitted curve in the direction sought with a large enough effect; inconclusive means small, poorly fitted or top-dose-only effect, or another doubt; inactive means no such curve, though single readings can be large; an effect the other way counts as inactive or inconclusive. An unsorted share of the library; any-hit rate near 11%.
SMILES,IL1B secr inh,KB-V1 MDR tox,HT1080 IDH1KD tx,GLP1R cytotox,DRD3 agonist,KB-3-1 cytotox,MCF10A rereplic,SW480 rerep,HT1080-NT tox
CC(=O)C[C@H](O)CC(=O)[C@H]1OC(=O)CCCCC/C=C/Cc2ccccc21,-9,-8%,0%,7%,1,-15%,9%,-12%,4%
CCCN(CC(=O)Nc1ccccc1C)C(=O)c1ccc(-c2ccc([N+](=O)[O-])cc2)o1,-4,?,0%,-10%,-17,?,22%,12%,-4%
COc1ccc(NC(=O)N(C)C[C@H]2OCc3cnnn3CCCC(=O)N([C@@H](C)CO)C[C@H]2C)c(OC)c1,21,-4%,-16%,3%,-4,8%,.,.,5%
CC(=O)c1ccc(NC(=S)N2CCN(S(=O)(=O)c3ccc(F)cc3)CC2)cc1,i,-18%,5%,0%,0,3%,12%,-11%,5%
Cc1ccc(C(=O)NNC(=O)c2ccncc2)cc1[N+](=O)[O-],-9,10%,3%,?,1,5%,0%,-3%,-3%
CCOCCCNC(=O)Cn1cnc2c(cnn2-c2ccc(C)c(C)c2)c1=O,29,-23%,12%,-15%,5,-17%,?,?,21%
COc1ccc(-c2nc(N)n(C(=O)c3ccco3)n2)cc1,7,1%,12%,-1%,4,-8%,-2%,20%,16%
C=CC[C@@H](CC(=O)N[C@@H](CO)Cc1ccccc1)C(=O)N[C@H](COC(=O)[C@@H](CC=C)CC(=O)OC(C)(C)C)Cc1c[nH]c2ccccc12,?,-1%,?,-23%,-10,0%,16µM*,?,?
C=CCn1c(SCC(=O)NCC2CCCO2)nc2c([nH]c3ccccc32)c1=O (stereo unspecified),0,6%,-11%,0%,-4,15%,?,-11%,-10%
COc1ccc(OC)c(NC(=O)CSc2nncc(=O)n2N)c1,-4,0%,6%,20%,1,8%,4%,-1%,-4%
COC(=O)c1cc2c(ccn2-c2ccc(F)cc2)n1Cc1ccc(OC(C)=O)cc1,2,?,-17%,-9%,6,5%,?,-1%,0%
Cc1ccc(-c2nnc(Nc3ccccc3)o2)cc1,-5,-16%,2%,1%,-10,?,-13%,6%,?
CC(=O)c1ccc(OCC(=O)N2CCN(S(=O)(=O)c3ccc(Br)s3)CC2)cc1,-6,?,-4%,-7%,-8,-25%,28%,-23%,-9%
Cc1ccc(C)c(C(=O)COC(=O)c2cc([N+](=O)[O-])ccc2NCCO)c1,9,?,5%,-25%,-6,?,16%,-5%,-2%
CCc1ccc(N2C(=O)C3C4C=CC(CC4)C3C2=O)cc1 (stereo unspecified),26,0%,10%,1%,1,-13%,4%,-9%,23%
Cc1ccn(S(=O)(=O)c2ccc3oc(=O)ccc3c2)n1,-10,8%,16%,-2%,6,3%,-8%,-20%,19%
CC1(C)CC(Nc2ccc(C(F)(F)F)cc2[N+](=O)[O-])CC(C)(C)N1,-52*,1%,?,-10%,0,-5%,-6%,2%,-24%
COC(=O)CCc1c(C)c(C#N)c2nc3ccccc3n2c1N1CCCC1,13,-28%,6%,64%[activator],8,0%,?,0%,2%
COc1ccccc1NC(=O)CSC1=Nc2ccccc2C2=NC(CC(=O)NCCc3ccccc3)C(=O)N12 (stereo unspecified),.,-4%,.,-13%,5,3%,.,.,.
Cc1ccc(Cl)cc1NC(=O)COC(=O)CN1C(=O)C2CCCCC2C1=O (stereo unspecified),11,?,3%,-29%,-2,16%,15%,-2%,-2%

# Exported with values under each structure: part of the list above.
# Sequence of screens: IL1B secr inh, KB-V1 MDR tox, HT1080 IDH1KD tx, GLP1R cytotox, DRD3 agonist, KB-3-1 cytotox, MCF10A rereplic, SW480 rerep, HT1080-NT tox
CC(=O)c1ccc(NC(=S)N2CCN(S(=O)(=O)c3ccc(F)cc3)CC2)cc1
 : i, -18%, 5%, 0%, 0, 3%, 12%, -11%, 5%
CCOCCCNC(=O)Cn1cnc2c(cnn2-c2ccc(C)c(C)c2)c1=O
 : 29, -23%, 12%, -15%, 5, -17%, ?, ?, 21%
Cc1ccn(S(=O)(=O)c2ccc3oc(=O)ccc3c2)n1
 : -10, 8%, 16%, -2%, 6, 3%, -8%, -20%, 19%
COC(=O)CCc1c(C)c(C#N)c2nc3ccccc3n2c1N1CCCC1
 : 13, -28%, 6%, 64%[activator], 8, 0%, ?, 0%, 2%
Cc1ccc(Cl)cc1NC(=O)COC(=O)CN1C(=O)C2CCCCC2C1=O (stereo unspecified)
 : 11, ?, 3%, -29%, -2, 16%, 15%, -2%, -2%

# Other compounds.
SMILES,IL1B secr inh,KB-V1 MDR tox,HT1080 IDH1KD tx,GLP1R cytotox,DRD3 agonist,KB-3-1 cytotox,MCF10A rereplic,SW480 rerep,HT1080-NT tox
CCCc1nnc(SCC(=O)Nc2ccc(OCC)cc2)n1N,-11,?,10%,-3%,8,2%,1%,-4%,3%
CCOC(=O)c1cccc(NC(=O)c2cc(CN3CCCC3)on2)c1,.,9%,.,-7%,0,-9%,.,.,.
CCCCC(=O)Nc1nnn(CCC)n1,-7,15%,3%,9%,0,0%,-7%,-5%,-9%
CCOc1ccc(S(=O)(=O)N2CCC(C(=O)NC3CC3)CC2)cc1Cl,-10,-3%,0%,2%,3,-1%,1%,11%,3%
CC(Sc1nncn1C)C(=O)Nc1ccc(S(N)(=O)=O)cc1 (stereo unspecified),6,1%,8%,7%,2,9%,2%,1%,12%
CC(C)(C)C1CCC(N2CCN(c3ccccc3)CC2)CC1 (stereo unspecified),0,-13%,1%,-13%,1,2%,5%,-8%,1%
COC(=O)CSc1nnc(CSc2nc(C)cc(C)n2)n1Cc1ccco1,10,12%,15%,-16%,10,-2%,6%,0%,20%
Cc1cccc(NC(=O)Nc2ccccc2)n1,-4,?,-4%,-2%,-1,?,6%,0%,1%
CCOC(=O)N1CCN(S(=O)(=O)c2c[nH]c(C(=O)OC)c2)CC1,18,-4%,-1%,0%,3,-19%,-4%,-3%,5%
CCN(c1ccc(OC)cc1)S(=O)(=O)c1csc(C(N)=O)c1,14,-9%,13%,1%,-1,1%,-9%,1%,0%
COC(=O)c1ccc(COC(=O)CNC(=O)C2CCCCC2)cc1,-3,-5%,-5%,-5%,4,16%,8%,-1%,14%
COCc1ccc(CN2CCCC(C(=O)Nc3ccc(-c4cscn4)cc3)C2)o1 (stereo unspecified),13,-14%,2%,2%,-4,-5%,10%,-8%,6%
CCOC(=O)C1CCN(C(=O)Cn2ncc3c4ccccc4n(Cc4ccc(F)cc4)c3c2=O)CC1,.,11%,.,21%,-3,-9%,.,.,.
CCOC(=O)c1ccccc1NC(=O)c1c(-c2ccccc2)noc1C,.,?,.,5%,10,?,.,.,.
COc1cc(NC(=O)c2cccnc2Sc2ccc(C)c(C)c2)cc(OC)c1OC,-1,0%,-15%,15%,-2,-13%,1%,12%,-18%
CN=C1SC(CC(=O)Nc2ccc(F)cc2F)C(=O)N1/N=C(\C)c1cccc(OCC(=O)O)c1 (stereo unspecified),17,-2%,0%,?,15,7%,5%,-5%,12%
COc1cccc(C(=O)C2CCCN(Cc3cccc(OCCO)c3)C2)c1 (stereo unspecified),-2,-6%,-3%,-7%,-22,?,3%,2%,1%
COc1cc2c(cc1OC)C(C)N(C(=O)c1sccc1C)CC2 (stereo unspecified),?,-3%,-12%,1%,-1,-1%,1%,-1%,2%
Cc1ccc(-c2cccc(C3CC=CC4C3C(=O)N(Cc3ccccc3)C4c3ccc(C(F)(F)F)cc3)c2)cc1 (stereo unspecified),47,-7%,-1%,2%,-11,-28%,?,24%[9.22 µM],-4%
COc1cccc(NC(=O)C(C)N2C(=O)c3ccccc3S2(=O)=O)c1 (stereo unspecified),5,-2%,8%,-2%,1,-2%,-3%,-12%,9%
C[C@H](O)[C@@H]1C(=O)N2CCc3ccc(N4CCOCC4)cc3[C@@H]2C[C@@H]1N(C)S(=O)(=O)c1ccccc1,9,1%,10%,-10%,0,4%,9%,-6%,-1%
O=C(NC1CC1)c1cc(Cl)ccc1[N+](=O)[O-],4,-17%,3%,4%,28,-14%,0%,1%,1%
CC(=O)Oc1ccc(C(=O)N2c3ccccc3NC(=O)C2C)cc1 (stereo unspecified),-14,1%,-1%,16%,1,-25%,4%,-7%,-6%
CC1CCN(C(=O)c2ccccc2NC(=O)c2cccc(S(=O)(=O)N3CCOCC3)c2)CC1,-23,0%,20%,-10%,2,-4%,1%,-2%[9.22 µM],5%
O=S(=O)(c1ccc(Cl)cc1)N(Cc1ccccn1)Cc1ccccn1,-6,4%,6%,-7%,3,10%,0%,-3%,-1%
COc1ccc(OCCCc2c(C)n[nH]c2C)cc1,2,-12%,?,3%,0,-14%,1%,1%,-2%
C=CCNC(=S)N/N=C/c1ccc(N(CC)Cc2ccccc2)cc1,-6,13µM*,?,-21%,-19,?,?,18µM*,-15%
Cc1ccc2c(c1)N(CC(=O)Nc1ccc3c(c1)OCCO3)C(=O)CO2,-12,0%,-3%,-11%,0,0%,-5%,0%,0%
Cc1cc(NC(=O)C(=O)NCCN2CCN(C(=O)c3cccs3)CC2)ccc1Br,?,0%,0%,-3%,1,-1%,-1%,0%,0%
C=CCc1cccc(CNc2nc3ccccc3n2C(C)C)c1O,0,?,11µM*,-5%,-35,0%,?,-9%,?
CCOC(=O)c1sc(NC(=O)CN2C(=O)NC3(CCCCCCC3)C2=O)c(C(=O)OCC)c1C,-29,?,6%,-1%,5,-15%,4%,-19%,5%
COc1ccc(/C=C/C(=O)O)cc1S(=O)(=O)N1CCC(Cc2ccccc2)CC1,-4,3%,-2%,3%,0,-1%,9%,2%,-2%
Cc1cccc(C(=O)NC(=S)NNC(=O)COc2c(C)cccc2C)c1,12,0%,-29%,1%,-1,0%,?,-7%,-20%
CCN1CCN(S(=O)(=O)c2ccc3c4c(cccc24)C(=O)N3CC)CC1,-14,?,2%,331%[activator],4,-16%,?,29%,1%
